High-throughput results: PubChem, National Center for Advancing Translational Sciences (NCATS)
BCR signal inh = chronic active BCR signaling inhibition | ABC-DLBCL IkBa-CBG/CBR reporter, luminescence ratio, 4 h | Potency, µM (series often up to 46.1 µM), for the others: top-dose ratio change, negative = lower green/red ratio, actives largely listed as inhibitors | 340,000 compounds, 0.05% hits; active = well fitted inhibition curve with a large enough effect in the signal ratio, with a control signal flat, not every such curve was filed as active; inconclusive = small, poorly fitted or top-dose-only effect, or effect the other way, or a change in a side signal; the % refers to the signal ratio;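 also: potency is read from the fitted curve at half-maximal effect; plate controls were basal doxycycline-induced cells for no effect and cells given 10 µM MG132 for full effect; MG132 reads +100%, hits lower the ratio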
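Cell line TMD8 (human ABC DLBCL), stably expressing tet-inducible CBG68-IkBa fusion and CBR; IMDM/0.5% FBS; cpd up to 46 uM; dox induction, 4 h, 37C/5% CO2; dual luminescence; green/red ratio; MG132 control.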
Giardia kill = Giardia lamblia killing; Giardia lamblia trophozoite viability; activity change, % at 7.66 µM, hits read low; 340,000 compounds, 0.15% hits; AID 540267; in the data active = activity change below about -80%; inconclusive = between about -30% and that limit;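 also: parasites exposed to compound for two days anaerobically before the ATP read; % is scaled to controls: 0 for no effect and ±100 for the full control effect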
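Giardia trophozoites, 100 cells per well, were exposed to compounds for 48 hrs at 37 deg C under anaerobic conditions; viability was then read as ATP content by bioluminescence after 15-30 min at room temperature.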
Integrin act MD = activators of alpha7 integrin expression for muscular dystrophy | Potency, µM (doses to about 38.3 µM), for the others: top-dose activation, actives largely listed as activators | alpha7betagal myoblasts, beta-gal FDG fluorescence, 48 h | 350,000 compounds, 0.064% hits;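 also: potency is read from the fitted curve at half-maximal effect; 100% = response of the positive control SU9516; nearly all actives have a fitted effect of over 60% in size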
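Alpha7betagal+/- myoblasts (passage 13) were plated 16-24 hr, then exposed to compounds (1:260 dilution of DMSO stock) for 48 hours at 37C. After MPER lysis, β-galactosidase reporter activity was read as FDG fluorescence (ex 480/em 540) after 30 minutes.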
Tb PFK block = inhibitors of T. brucei phosphofructokinase; T. brucei PFK, ADP-Glo luminescence; Potency, µM (series often up to 57.5 µM), for inactives: at the highest dose activity, negative = inhibition, usual class: inhibitors; 330,000 compounds, 0.17% hits;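 also: potency is read from the fitted curve at half-maximal effect; 0% = uninhibited 1x PFK enzyme wells and -100% = no-enzyme wells; nearly all actives have a fitted effect of over 60% in size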
Target sequence (O15648 whole entry, looked up): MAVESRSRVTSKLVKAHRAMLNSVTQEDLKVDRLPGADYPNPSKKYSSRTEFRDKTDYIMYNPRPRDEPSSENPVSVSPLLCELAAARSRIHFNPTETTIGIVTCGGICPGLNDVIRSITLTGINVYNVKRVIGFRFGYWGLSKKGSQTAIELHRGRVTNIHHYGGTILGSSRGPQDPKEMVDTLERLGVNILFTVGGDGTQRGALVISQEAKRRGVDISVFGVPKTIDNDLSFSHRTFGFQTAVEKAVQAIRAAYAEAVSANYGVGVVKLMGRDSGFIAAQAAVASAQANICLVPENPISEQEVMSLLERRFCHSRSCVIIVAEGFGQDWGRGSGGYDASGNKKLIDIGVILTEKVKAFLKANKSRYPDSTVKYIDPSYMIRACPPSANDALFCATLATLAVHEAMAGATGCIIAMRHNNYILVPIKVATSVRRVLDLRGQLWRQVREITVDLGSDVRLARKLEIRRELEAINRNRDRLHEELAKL
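Compounds were pin-transferred as a titration series up to 57 uM into substrate buffer (0.5 mM F6P, 0.1 mM ATP, pH 8.0), then 1.25 nM PFK was added and reactions ran 45 min before ADP-Glo detection.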
FBPA coupling cs = coupling enzyme interference in Giardia aldolase counter-screen. coupling enzyme system counterscreen, AmpLite Red fluorescence. activity change, negative = inhibition, % at 58.2 µM, hits read low. 290,000 compounds, 0.67% hits; in the data active = activity change below about -30%; also: % is scaled to controls: 0 for no effect and ±100 for the full control effect
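Final compound at 57.5 uM, incubated 10 min at RT with coupling enzyme reagent (glyceraldehyde-3-phosphate), then 20 min with substrate and AmpLite Red detection. Fluorescence read at 525/598 nm; tests interference with the coupling assay, not aldolase inhibition.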
PTAP TSG101 blk = blocks PTAP/TSG101 interaction to inhibit HIV-1 budding; Potency, µM (titrated, usually from 115 µM), for the others: at the highest dose activity change, negative = inhibition, most hits filed as inhibitors; Fluorescence polarization, FITC-PTAP peptide / Tsg101 binding; Q99816; AID 493005; 340,000 tested, under 10 active; active = well fitted inhibition curve with a large enough effect in the main read-out, with a control signal flat, not every such curve was filed as active; inconclusive = small, poorly fitted or top-dose-only effect, or effect the other way, or a change in a side signal; inactive = no such curve, though single readings can be large or run the other way; also: potency is read from the fitted curve at half-maximal effect; % of control where 0% means no effect
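FP read-out: FITC-PTAP peptide, 50 nM final, binding Tsg101 binding domain, 10 uM final; 20 min, r.t.; 10 mM HEPES pH 7.5, 0.15 M NaCl, 0.01% Tween 20, 3 mM EDTA, 0.1 mM TCEP.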
Menin-MLL TR inh = displaces Texas Red mutant MLL peptide from human menin; 270,000 compounds, 0.23% hits; AID 1768; Potency, µM (doses to about 61.6 µM), for inactives: at the top dose FP activity change, negative = inhibition, usual class: inhibitors; Menin + Texas Red MLL mutant peptide, fluorescence polarization; O00255; active = well fitted inhibition curve with a large enough effect in the polarisation, with a control signal flat, not every such curve was filed as active; inconclusive = small, poorly fitted or top-dose-only effect, or effect the other way, or a change in a side signal; inactive = no such curve, though single readings can be large or run the other way; the % refers to the polarisation; also: potency is read from the fitted curve at half-maximal effect; % of control where 0% means no effect; many of its hits are not listed in these tables
ASM inhibitor = inhibitors of human secretory acid sphingomyelinase; P17405; Potency, µM (series often up to 57.5 µM), inactives show at the highest dose activity change, negative = inhibition, most hits filed as inhibitors; 340,000 compounds, 0.006% hits; placental ASM, HMU-PC fluorogenic substrate, 60 min; also: potency is read from the fitted curve at half-maximal effect
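HMU-PC0 cleavage (9 uM final) by human placental ASM, 60 min at 37 °C following 10 min compound exposure at RT; stopped at pH 10, fluorescence Ex 386/Em 447 nm.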
B2AR arrestin = agonists driving beta-arrestin recruitment to human beta2-adrenergic receptor; P07550; beta-arrestin recruitment to beta2AR, cell-based reporter; Potency, µM (titrated, usually from 46.1 µM), inactives show at the top dose activation, actives largely listed as activators; 330,000 compounds, 0.02% hits;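 also: potency is read from the fitted curve at half-maximal effect; 0% = DMSO controls and full agonism = EC100 isoproterenol or metaproterenol; nearly all actives have a fitted effect of over 65% in size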
GALK inhibitor = galactokinase (human) inhibition; P51570; Purified GALK, Kinase-Glo residual ATP luminescence; Potency, µM (doses to about 57.5 µM), inactives show at the top dose activity change, negative = inhibition, hits mostly inhibitors; 270,000 compounds, 0.007% hits; AID 1868; also: potency is read from the fitted curve at half-maximal effect; % is scaled to controls: 0 for no effect and ±100 for the full control effect
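Galactose (100 uM) and ATP (35 uM) were turned over by 5 nM GALK for 1 h at RT. Kinase-Glo Plus then converted the remaining ATP into a luminescent signal.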
PKM2 act = PKM2 (human) enzyme activation; P14618; purified PKM2, Kinase-Glo ATP luminescence, activation; response scale: 0% is enzyme alone, no compound; Potency, µM (titrated, usually from 57.5 µM), without a hit: top-dose activation, usual class: activators; 260,000 compounds, 0.34% hits; AID 1631; also: potency is read from the fitted curve at half-maximal effect; % is scaled to controls: 0 for no effect and ±100 for the full control effect; nearly all actives have a fitted effect of over 55% in size
Target sequence (P14618 whole entry, looked up): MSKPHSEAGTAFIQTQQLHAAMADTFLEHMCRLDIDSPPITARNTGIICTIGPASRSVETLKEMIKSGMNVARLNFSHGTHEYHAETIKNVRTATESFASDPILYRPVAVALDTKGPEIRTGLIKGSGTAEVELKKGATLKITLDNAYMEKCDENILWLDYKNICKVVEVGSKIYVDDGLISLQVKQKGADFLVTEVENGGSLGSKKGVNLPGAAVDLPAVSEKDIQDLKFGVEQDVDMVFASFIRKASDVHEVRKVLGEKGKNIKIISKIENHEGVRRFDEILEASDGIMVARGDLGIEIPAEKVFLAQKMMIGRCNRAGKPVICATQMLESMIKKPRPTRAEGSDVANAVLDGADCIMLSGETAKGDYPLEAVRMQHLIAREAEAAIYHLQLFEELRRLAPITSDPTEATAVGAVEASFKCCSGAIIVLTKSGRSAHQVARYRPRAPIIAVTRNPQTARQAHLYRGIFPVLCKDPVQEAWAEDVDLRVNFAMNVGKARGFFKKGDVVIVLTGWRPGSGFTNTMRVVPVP
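Purified hPK-M2 (>95% pure) converted ADP (0.1 mM final) to ATP with 0.5 mM PEP in 50 mM imidazole pH7.2, KCl, MgCl2, Tween 20, BSA; 1 h at room temperature. ATP detected by Kinase-Glo luminescence.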
The depositor's hits bear a star; i = inactive; ? = inconclusive; nt = no result given; & = joins results of further samples; [ ] = remark or other dose. Unless noted, calls follow the shape of the dose curve; as a rule, active = well fitted curve in the direction sought with a large enough effect; inconclusive = small, poorly fitted or top-dose-only effect, or another doubt; inactive = no such curve, though single readings can be large; an effect the other way counts as inactive or inconclusive. An excerpt, so the mix of outcomes need not match the whole.

SMILES	BCR signal inh	Giardia kill	Integrin act MD	Tb PFK block	FBPA coupling cs	PTAP TSG101 blk	Menin-MLL TR inh	ASM inhibitor	B2AR arrestin	GALK inhibitor	PKM2 act
CCCN(C(=O)c1ccccc1Cc1ccccc1)C1CCS(=O)(=O)C1 (centres undefined)	3%	10	8%	1%	nt	2%	nt	4%	-2.1%	nt	nt
COc1ccc(Oc2ncccc2NC(=O)c2cccc(C)c2C)cc1	0%	-18	-7%	-2%	-2	0%	nt	-4%	-1.1%	-4%	7%
COc1cc(CN(C)Cc2ccccc2)cc(OC)c1O	-6%	-5	-39%	4%	-16	-3%	-1%	6%	-0.3%	-3%	-1%
C[C@H](CO)N1C[C@H](C)[C@@H](CN(C)C(=O)NC2CCCCC2)Oc2c(NC(=O)Cc3ccccc3)cccc2C1=O	2%	12	-16%	7%	nt	-1%	nt	5%	-0.4%	nt	nt
COc1ccc(CCNc2nc(-c3cccc(NC(C)=O)c3)cs2)cc1OC	?	31[activator]	-16%	-3%	-7	-2%	33%[activator]	-2%	0.3%	-1%	1%
COc1ccc(S(=O)(=O)N2CCC(C(=O)N[C@@H](C)C(=O)NCc3ccccc3OC)CC2)cc1	0%	10	-18%	12%	nt	-7%	nt	5%	0.3%	-8%	nt
COc1cccc(CN(C)C(=O)c2cccc(OC3CCN(C4CCCC4)CC3)c2)c1	-7%	21	0%	1%	11	-1%	-21%	-1%	-0.6%	2%	1%
COc1ccc(OCC(=O)N/N=C(\C)c2ccc(OC)cc2)cc1	0%	-16	10%	1%	2	1%	-22%	-2%	0.3%	1%	-2%
CCN1C(=O)[C@H]2[C@@H](c3ccc(OC)cc3)N3C(=O)CN(Cc4ccccc4)C(=O)[C@@]3(Cc3ccccc3)[C@H]2C1=O	-11%	-19	25%	0%	-1	-1%	-4%	-2%	2.6%	nt	0%
CS(=O)(=O)c1nc(S(=O)(=O)c2ccc(Cl)cc2)c(NCCCN2CCCC2=O)s1	-6%	13	-3%	-2%	nt	5%	nt	-2%	-1.2%	1%	nt
O=C(NCC(=O)N1CCC2(CC1)NCCc1[nH]cnc12)c1ccc(F)cc1	0%	-2	0%	0%	nt	1%	nt	2%	-0.1%	1%	nt
COc1ccc(C(=O)/C=C/c2cn(CC(O)CN3CCOCC3)c3ccccc23)cc1 (centres undefined)	?	18	-7%	0%	-3	9%	20%	292%[activator]	-0.2%	0%	1%
Cc1cc(NC(=O)CSc2nnc(CNC(=O)c3cccc(C(F)(F)F)c3)o2)no1	0%	6	19%	1%	nt	-2%	nt	8%	-1.3%	5%	0%
Cc1cccc(C(=O)Nc2cccc(S(=O)(=O)NCc3ccco3)c2)c1	?	-11	-20%	-8%	nt	3%	nt	-4%	-0.1%	nt	nt
CC(OC(=O)C1CSC2(C)CCC(=O)N12)C(=O)Nc1cccc(C#N)c1 (centres undefined)	-4%	-4	-6%	5%	nt	0%	nt	0%	0.1%	nt	nt
C=CCn1c(SCc2c(C)noc2C)nc2ccccc2c1=O	?	1	2%	-2%	0	-4%	1%	2%	-3.6%	1%	14%
Cc1cc(Nc2ccc(Cl)cc2)n(-c2cccc(Cl)c2)n1	-13%	15	?	1%	-3	-3%	nt	-17%	0.2%	-3%	4%
CCc1ccc(-c2nc(CN3CCCC(C(=O)O)C3)c(C)o2)cc1 (centres undefined)	2%	25	15%	3%	3	-14%	-2%	-2%	-0.7%	2%	2%
Cc1cc(C(F)F)n2nc(C(=O)Nc3cc(C)on3)nc2n1	7%	-5	1%	-4%	-1	-2%	8%	1%	0.9%	0%	-1%
C/C(=N\OC(=O)c1ccc(C)cc1)c1sc(C)nc1C	?	-2	0%	1%	1	-3%	-19%	9%	0.8%	-2%	-4%
C/C(=N\NC(=O)C1CC1)c1ccc(NC(=O)c2ccc(Br)o2)cc1	1%	nt	nt	-2%	0	nt	-21%	nt	-1.1%	3%	-4%
CCCn1c2ccccc2c2cnn(CC(=O)OC)c(=O)c21	-1%	-2	-11%	-1%	2	-1%	-29%	1%	-1.0%	2%	nt
C/C(=N/NC(=O)c1ccc(-c2ccccc2)cc1)c1cccc(O)c1	3%	-7	3%	-8%	nt	0%	nt	-9%	0.1%	5%	1%
OCc1nc2ccc(Cl)cc2[nH]1	6%	-26	2%	?	2	2%	nt	3%	-1.0%	-2%	0%
Cc1cc(C(C)c2ccccc2)c(O)c(CN2CCOCC2)c1C (centres undefined)	16%	-15	-10%	-1%	-11	-6%	-26%	-3%	0.0%	0%	2%
CC(C)(C)NC(=O)COC(=O)c1cc(S(=O)(=O)N2CCCCC2)ccc1N1CCOCC1	-13%	4	-10%	-3%	2	-7%	0%	-1%	0.2%	-2%	-2%
Cc1cc(C)nc(SCC(=O)n2c3c(c4ccccc42)CCCC3)n1	-2%	-21	-12%	-3%	-4	1%	-21%	-6%	0.2%	-2%	-1%
C/C(CCN1CCc2nc(-c3ccccc3)c(-c3ccccc3)cc2C1)=N\O[C@@H](C)c1cn([C@H](CO)Cc2ccccc2)nn1	1%	nt	nt	0%	-1&1&7	nt	-24%[11.7 µM]	nt	-0.4%	nt	-4%
CC(C)(C)c1ccc(OCCCNCc2ccccc2)cc1	?	-10	-44%	-5%	-1	0%	-10%	-4%	-0.4%	1%	-4%
c1ccc2c(c1)nnn2-c1ncnc2sc3c(c12)CCCC3	1%	8	-15%	1%	-4	nt	0%	-9%	0.1%	4%	-11%
CC(C)(C)NC(=O)NC(=O)CSc1ncn[nH]1	3%	3	18%	-5%	0	1%	8%	7%	-0.1%	-2%	-2%
COc1ccc(CNC(=O)c2ccc(C)o2)cc1	10%	8	-5%	-2%	3	-3%	8%	-1%	-0.9%	0%	0%
C=CCOC(=O)/C(=C\c1ccccc1)NC(=O)c1ccc(C)cc1	-2%	6	-3%	-2%	4	2%	-13%	6%	-0.1%	1%	1%
C=CCNc1oc(/C=C/c2ccccc2)nc1C#N	?	-1	-2%[7.66 µM]	-1%	-1	-6%	33%[activator]	i	-0.4%	-4%	3%
COC(=O)CSc1nc2nc(C)cc(C)n2n1	10%	20	5%	-4%	-2	-1%	10%	-1%	-0.3%	-1%	2%
CC(=O)NC12CC3CC(C1)CC(C(=O)N1CCN(S(=O)(=O)c4ccc(C(C)C)cc4)CC1)(C3)C2	1%	-13	-24%	-2%	nt	-4%	nt	nt	-0.3%	nt	nt
O=C(Cn1nc(-c2cccc(Cl)c2)ccc1=O)Nc1ccccc1Br	2%	-5	-2%	-1%	4	-7%	0%	-2%	0.4%	4%	-5%
CC(C)NC(=O)CC1OC(=O)c2ccccc21 (centres undefined)	?	-18	-26%	-4%	0	-4%	7%	7%	-0.2%	-1%	-6%
Cn1cccc1C(=O)NCC(c1ccco1)N1CCCCC1 (centres undefined)	-5%	3	-5%	-15%	nt	2%	nt	-1%	0.2%	nt	nt
CC1(C)Oc2cc3oc(=O)ccc3cc2C[C@@H]1O	-2%	-6	-18%	5%	nt	0%	nt	11%	-0.2%	nt	nt
CN1C(c2ccccc2)CC(=NO)CC1c1ccccc1 (centres undefined)	?	-6	16%	1%	6	0%	6%	-3%	-0.6%	-6%	-1%
CCOC(=O)Cc1csc(NC(=O)c2sc3nc4ccc(C)cc4cc3c2N)n1	?	-14	13%	2%	1	0%	nt	0%	-0.2%	-5%	0%
O=C(CN1C(=O)NC(c2ccccc2)(c2ccccc2)C1=O)N1CCCCC1	3%	-9	0%	1%	nt	-11%	nt	2%	-0.7%	nt	nt
COc1ccc(S(=O)(=O)N(C)C[C@H]2Oc3c(NC(=O)NC4CCCCC4)cccc3C(=O)N([C@H](C)CO)C[C@@H]2C)cc1	-1%	1	-35%	3%	nt	0%	nt	-3%	-0.2%	nt	nt
Cc1ccc2cc(C#N)c(N3CCCN(C(=S)NCCCN(C)C)CC3)nc2c1	6%	0	-54%[inhibitor]	-9%	1	0%	-15%	209%[activator]	-0.2%	-3%	2%
Cc1ccccc1N=C1NC(=O)CC(c2ccccc2)S1 (centres undefined)	?	21	-2%	6%	1	-5%	?	-1%	0.1%	-2%	-1%
Cc1cccc(-c2csc(NC(=O)c3cnccn3)c2C(=O)OC(C)C)c1	-3%	-30	-3%	3%	-1	-2%	27%	-1%	0.3%	-3%	4%
O=C(CCCCCn1c(=O)[nH]c2ccsc2c1=O)NCc1ccc2c(c1)OCO2	1%	-8	3%	3%	2	-4%	nt	5%	0.0%	-3%	-4%
COc1ccc(CC(=O)Nc2ccc3c(c2)CCC3)cc1OC	?	4	-52%[inhibitor]	-6%	-1	-6%	-2%	-1%	-0.1%	-2%	-9%
CC(=O)Nc1ccc(NC(=O)c2cc(-c3cc(C)cc(C)c3O)n[nH]2)cc1	?	16	-17%	-17%	-1	-7%	101%[activator]	?	-0.8%	2%	nt
CC(C)NCCOCCOc1ccccc1F	12%	0	19%	-6%	2	-2%	-7%	1%	-0.8%	0%	-3%
